TRPC6 act – mouse TRPC6 channel activators, primary screen, cell-based, HEK293, membrane potential dye; 310,000 tested, 0.13% active; HEK293-TRPC6 membrane potential dye fluorescence; hits give high values; B-score at 10 µM; AID 2550, 2010;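 active means B-score of the integrated fluorescence ratio above library mean plus 3 SD, and starting fluorescence ratio within library mean plus 5 SD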;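 further: higher score means more depolarization so channel activation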
MrgX1 antag – antagonists of human MrgX1 receptor, primary screen, HEK293 cells, Fluo-4 calcium flux. 310,000 tested, 1.3% active. Mas-related G-protein coupled receptor member X1 (Homo sapiens), Q96LB2. B-score at 10 µM. BAM8-22 antagonism; hits give low values;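 active means calcium-response B-score plate-corrected more than 3 library SD below zero, starting fluorescence within 5 deviations, no agonist response on first addition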;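 further: peak minus trough fluorescence over baseline after final BAM8-22 challenge near maximal dose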
Target sequence (Q96LB2 whole entry, looked up): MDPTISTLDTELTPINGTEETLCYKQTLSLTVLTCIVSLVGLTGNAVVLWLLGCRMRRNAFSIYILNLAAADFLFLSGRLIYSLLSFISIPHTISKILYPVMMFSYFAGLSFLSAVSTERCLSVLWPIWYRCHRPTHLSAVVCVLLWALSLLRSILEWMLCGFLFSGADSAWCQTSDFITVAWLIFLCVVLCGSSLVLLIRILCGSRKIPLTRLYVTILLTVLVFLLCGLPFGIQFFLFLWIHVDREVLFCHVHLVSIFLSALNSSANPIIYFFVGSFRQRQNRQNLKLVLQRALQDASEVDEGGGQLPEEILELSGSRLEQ
ANO1 activ – TMEM16A chloride channel activators or potentiators, primary screen, cell-based, HTS | AID 623877, 2012 | 340,000 tested, 0.3% active | B-score at 10 µM | HEK293 TMEM16A/YFP-H148Q/I152L, iodide quench fluorescence; hits give low values;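 active means fluorescence-ratio B-score plate-corrected deviation score at least 3 library SD below zero, with starting fluorescence score within 5 deviations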;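 further: channel opened by trigger with iodide after compound preincubation; score built on the fluorescence ratio of max minus min over baseline; more negative score means more quench and so TMEM16A activation or potentiation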
TRPC6 inhibitor – mouse TRPC6 channel inhibitors, primary screen, cell-based, HEK293, membrane potential dye | Short transient receptor potential channel 6 (Mus musculus), Q61143 | ACh-evoked depolarization; hits give low values | B-score at 10 µM | 310,000 tested, 1.1% active | AID 2553, 2010;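 active means B-score under library mean minus 3 SD, initial fluorescence not abnormally high, positive integrated signal ratio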;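 further: B-score derived from integrated fluorescence ratio over the kinetic read; more negative B-score means stronger inhibition of depolarization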
ANO1 block – TMEM16A chloride channel inhibitors, primary screen, cell-based, HTS; Anoctamin-1 (Mus musculus), Q8BHY3; HEK293 TMEM16A/YFP iodide influx fluorescence, ionomycin; normalized B-score (activity score, 25-100; higher = stronger inhibition) at 10 µM; 310,000 tested, 1.2% active; AID 588511, 2011;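 active means ratio plate-corrected score three or more library SD toward inhibition, starting fluorescence score within five deviations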;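 further: score derived from kinetic fluorescence span divided by baseline fluorescence per well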
RGS4 pot – RGS4 potentiators or activators, primary screen, cell-based, HEK293 M3R inducible RGS4, calcium flux. B-score at 10 µM. carbachol calcium flux Fluo4; hits give low values. 310,000 tested, 0.92% active;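 active means B-score of the integrated calcium signal more than 4 SD below the library mean, with starting fluorescence not abnormally high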;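 further: negative B-score means reduced calcium response which marks RGS4 activation or potentiation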
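Material: Inducible-RGS4 HEK293 cells carrying M3 receptor; also added: carbachol at ECmax as muscarinic agonist stimulus; incubation: compound preincubation 20 min at room temperature before agonist; signal: Fluo4-AM (2 µM) calcium-flux fluorescence, kinetic read; measure: integrated calcium ratio converted to B score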
SKKanGAS inh – S. pyogenes SKKanGAS growth inhibitors in kanamycin, primary screen, streptokinase expression inhibitor project, SKKanGAS strain, BacTiter-Glo luminescence; inhibition, % at 7.5 µM; 6 h; 300,000 tested, 1.3% active;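 active means mean replicate score, as percent of positive control median, at least 50; inconclusive means mean below 50 but one replicate at or above 50; inactive means mean and every replicate below 50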;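 further: strain carries kanamycin resistance gene driven by streptokinase promoter and grows in 40 µg/ml kanamycin; loss of luminescence reflects streptokinase promoter inhibition or plain growth inhibition; 0% = median of DMSO wells and 100% = positive control at its reference dose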
HDAC3 inh – HDAC3 deacetylase inhibitors, primary screen, biochemical, fluorescence, cell-free homogeneous. 320,000 tested, 0.15% active. inhibition, % at 8.3 µM. Histone deacetylase 3 (Homo sapiens), O15379. recombinant HDAC3, fluorogenic peptide/trypsin coupled; in the data active means inhibition above about 26%, passing the limit was not always enough; inconclusive means no clear call, values can overlap the other calls
Target sequence (O15379 whole entry, looked up): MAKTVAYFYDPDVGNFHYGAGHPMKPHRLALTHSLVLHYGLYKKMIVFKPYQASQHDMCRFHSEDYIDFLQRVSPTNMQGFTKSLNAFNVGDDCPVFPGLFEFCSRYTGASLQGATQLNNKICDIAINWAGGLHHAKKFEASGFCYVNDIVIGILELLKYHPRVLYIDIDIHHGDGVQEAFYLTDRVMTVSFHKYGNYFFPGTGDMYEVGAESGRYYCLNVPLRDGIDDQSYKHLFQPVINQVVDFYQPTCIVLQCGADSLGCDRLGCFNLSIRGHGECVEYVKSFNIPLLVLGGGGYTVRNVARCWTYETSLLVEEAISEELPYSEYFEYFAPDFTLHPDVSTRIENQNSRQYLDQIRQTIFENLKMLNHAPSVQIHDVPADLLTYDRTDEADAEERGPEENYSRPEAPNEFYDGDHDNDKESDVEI
MrgX1 ag – agonists of human MrgX1 receptor, primary screen, HEK293 cells, Fluo-4 calcium flux; Mas-related G-protein coupled receptor member X1 (Homo sapiens), Q96LB2; B-score at 10 µM; 310,000 tested, 0.44% active; AID 588627, 2011; Fluo-4 calcium fluorescence, agonist mode; hits give high values;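 active means calcium response B-score plate-corrected fluorescence ratio at least 3 library SD, with starting fluorescence B-score inside 5 SD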
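Material: HEK293 cells stably expressing human MrgX1 receptor | Quantity: 15,000 cells per well | Times: Cells plated overnight, dye loaded 0.5 h 37 °C, 0.5 h room temperature | Measured by: Kinetic Fluo-4 NW fluorescence of intracellular calcium | Control set: Positive and negative controls per plate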
RGS4 inh – RGS4 inhibitors, primary screen, cell-based, HEK293 M3R inducible RGS4, calcium flux. Fluo-4 calcium flux; hits give high values; triggered by carbachol at its EC20. B-score at 10 µM. Regulator of G-protein signaling 4 (Homo sapiens), P49798. 310,000 tested, 0.45% active;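 active means B-score, a plate-corrected calcium signal, over three deviations above library mean, with baseline fluorescence within five deviations of library mean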;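 further: RGS4 expression induced by doxycycline in cells with stable M3 receptor; B-score is computed from the integrated fluorescence ratio over baseline after carbachol; higher B-score means a larger calcium signal and so more RGS4 inhibition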
Target sequence (P49798 whole entry, looked up): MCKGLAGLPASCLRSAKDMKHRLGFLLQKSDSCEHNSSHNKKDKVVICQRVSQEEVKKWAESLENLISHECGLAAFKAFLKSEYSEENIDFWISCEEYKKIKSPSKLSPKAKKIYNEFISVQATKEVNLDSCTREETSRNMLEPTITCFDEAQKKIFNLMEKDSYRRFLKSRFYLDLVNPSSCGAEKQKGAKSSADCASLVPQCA
MrgX1 PAM – positive allosteric modulators of MrgX1, primary screen, HEK293 cells, Fluo-4 calcium flux. Mas-related G-protein coupled receptor member X1 (Homo sapiens), Q96LB2. FDSS; hits give high values. B-score at 10 µM. 310,000 tested, 0.63% active. AID 588675, 2011;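 active means plate-corrected calcium response at least 3 library SD above typical, normal starting fluorescence, not activating the receptor alone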;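 further: compound read alongside a low EC10 to EC30 dose of BAM8-22 agonist; peak minus trough fluorescence over baseline measured at the second addition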
Numbers without * were called inactive; i = inactive; ? = inconclusive; nt = no result given. Hits appear at their usual frequency; any-hit rate near 6.7%.

SMILES	TRPC6 act	MrgX1 antag	ANO1 activ	TRPC6 inhibitor	ANO1 block	RGS4 pot	SKKanGAS inh	HDAC3 inh	MrgX1 ag	RGS4 inh	MrgX1 PAM
Cn1c(=O)c2[nH]c(NCC3CCCO3)nc2n(-c2ccccc2)c1=O (stereo not drawn)	i	i	i	i	i	i	0.3	0.1	i	i	i
CC(=O)OCC(=O)[C@@]1(O)[C@H](C)C[C@H]2[C@@H]3CCC4=CC(=O)C=C[C@]4(C)[C@@]3(F)[C@@H](O)C[C@@]21C	i	i	i	i	i	i	2.8	0.1	i	i	i
O=C(Nc1ccccn1)C1CCCN(c2ncnc3c2nc2n3CCCCC2)C1 (stereo not drawn)	i	i	i	i	i	i	-2.1	-2.2	i	i	i
O=C(COC(=O)/C=C/c1cccc(Br)c1)NCc1ccco1	i	i	i	i	i	i	13.4	1.6	i	i	i
O=C(O)CCSc1nnc(COc2ccc([N+](=O)[O-])cc2)n1-c1ccccc1	i	i	i	i	i	i	-1.2	-2.9	i	i	i
CC(=O)Oc1ccc2nc(CN3C(=O)c4ccc([N+](=O)[O-])cc4C3=O)oc(=O)c2c1	i	i	i	i	i	i	6.7	2.0	i	i	i
c1cncc(-c2nn3c(Cn4cnc5ccccc54)nnc3s2)c1	i	i	i	i	i	i	-1.1	-1.3	i	i	i
Cc1noc(/C=C/c2ccc(-c3ccccc3Cl)o2)c1[N+](=O)[O-]	i	i	i	i	i	i	-0.3	-1.5	i	i	i
Cn1c(=O)c2c(c3ccccc31)OC(C)(C)CC2	i	i	i	i	i	i	3.4	1.0	i	i	i
Cc1ccc(S(=O)(=O)N(C)c2ccc(OCC(=O)Nc3nc4ccccc4s3)cc2)cc1	i	i	i	i	i	i	14.5	-6.0	i	i	i
CC(Oc1ccc(C(=O)NC2CCCCC2)cc1)C(=O)O (stereo not drawn)	i	i	i	i	i	i	1.8	-4.3	i	i	i
COC(=O)c1[nH]c2ccc(C)cc2c1NS(=O)(=O)c1ccc(F)c(C)c1	i	-6.81*	i	i	i	i	-3.8	3.1	i	i	i
CCC(NC(=O)c1ccccc1NC(=O)c1ccco1)C(=O)O (stereo not drawn)	i	-7.6*	i	i	i	i	nt	-3.7	i	i	i
CCN(CC)C(=O)N1CCN(S(=O)(=O)c2ccc(C)c(C)c2)CC1	i	i	i	i	i	i	-2.6	4.5	i	i	i
CCc1c(O)c(-c2ccccc2)c(=O)n(-c2ccccn2)c1-c1ccccc1	i	i	i	i	i	i	2.5	2.3	i	i	i
COc1ccc(NC(=O)NC2(C(=O)N3CCCC(C)C3)CCCCC2)cc1 (stereo not drawn)	i	i	i	i	i	i	-4.8	-5.8	i	i	i
CC(NS(=O)(=O)c1ccccc1)C1CC2CCC1C2 (stereo not drawn)	i	i	i	i	i	i	7.5	3.1	i	i	i
Cc1cccc(NC(=O)C2CCCN(c3ncnc4c3nc3n4CCCCC3)C2)n1 (stereo not drawn)	i	i	i	i	i	i	5.3	nt	i	i	i
C=C(C)COc1ccc(-c2n[nH]c(C)c2-c2ccc(Br)cc2)c(O)c1	i	i	i	i	i	i	98.8*	7.0	i	i	i
CC(=O)c1cccc(NC(=O)CN(Cc2ccccc2)S(C)(=O)=O)c1	i	i	i	i	i	i	8.0	-4.6	i	i	i
Cc1ccc(O)c(-c2[nH]ncc2C(=O)c2ccc(Br)cc2)c1	i	i	i	i	i	i	-5.5	8.4	i	i	i
O=c1c2cnn(-c3ccccc3)c2ncn1Cc1cccnc1	i	i	i	i	i	i	-7.2	-1.7	i	i	i
CC(C)[C@H](NC(=O)c1cccc(S(=O)(=O)N2CCCC2)c1)c1nc2ccccc2[nH]1	i	i	i	i	i	i	5.6	-0.9	i	i	i
CCOC(=O)C1CCCN(c2c(NCCc3ccc(C)cc3)c(=O)c2=O)C1 (stereo not drawn)	i	i	i	i	i	i	6.3	-12.8	i	i	i
Cc1ccc(N(C(=O)c2ccc(CN3CCOCC3)o2)C(C(=O)NCCC(C)C)c2cccs2)c(C)c1 (stereo not drawn)	i	i	i	i	i	i	10.1	-3.6	i	i	i
COc1ccccc1NC(=S)NC1CCCCCCCCCCC1	i	i	i	i	i	i	11.7	4.0	i	i	i
COc1cccc(CNC(=O)Cn2c(=O)c3cccn3c3ccccc32)c1	i	i	i	i	i	i	0.1	0.5	i	i	i
O=C(c1cn[nH]c1)c1cc(F)ccc1O	i	i	i	i	i	i	0.6	5.4	i	i	i
O=C(O)c1ccc(-c2noc(-c3ccc(F)cc3)n2)cc1	i	i	i	i	i	i	9.7	-7.7	i	i	i
Clc1cccc(Cl)c1COc1ccncc1	i	i	i	i	i	i	10.5	-2.4	i	i	i
COc1cc(Cl)c(C)cc1NC(=O)c1ccc2c(SCC(=O)O)c3c(nc2c1)CCCC3	i	i	i	i	i	i	16.0	-0.3	i	i	i
Cc1cc(C)cc(NC(=S)NCCc2c[nH]c3ccccc23)c1	i	-5.78*	i	i	i	i	-0.5	-1.0	i	i	i
COC(=O)[C@H]1[C@@H](C)N(Cc2ccccc2)C(=O)N[C@H]1c1ccccc1	i	i	i	i	i	i	8.2	1.3	i	i	i
CC(=O)c1ccc(OCCCC(=O)Nc2cccc(S(=O)(=O)N(C)C)c2)cc1	i	i	i	i	i	i	2.1	-0.9	i	i	i
CCCCN(Cc1ccccc1)C(=O)C1CCN(Cc2sccc2C)CC1	i	i	i	i	i	i	-4.7	0.1	i	i	i
Cc1ccc(C)c(OCC(O)CN2CCC(CN3C(=O)c4cccc5cccc(c45)C3=O)CC2)c1 (stereo not drawn)	i	i	i	i	i	i	7.5	5.9	i	i	i
CN(C)S(=O)(=O)c1ccc(C(=O)N2CCC(c3nc4ccccc4o3)CC2)cc1	i	i	i	i	i	i	-12.7	1.2	i	i	i
CC(=O)N/C(=C\c1ccc(Br)s1)C(=O)O	i	i	i	i	i	i	1.7	?	i	i	i
O=C(C1CC1)N1CCc2cc(Br)cc(S(=O)(=O)NCc3ccco3)c21	nt	i	i	nt	i	nt	nt	3.8	i	nt	i
COc1cc(NC(=O)C(=O)Nc2ccc3nc4n(c(=O)c3c2)CCCCC4)cc(OC)c1OC	i	i	i	i	i	i	-2.5	-4.8	i	i	i
CCOC(=O)N1CCN(C(=O)Nc2ccc3nccnc3c2)CC1	i	i	i	i	i	i	-0.7	-5.6	i	i	i
Cn1c(CC(=O)Nc2ccccc2)nnc1SCC(=O)c1ccccc1	i	i	i	i	i	i	-4.4	-1.8	i	i	i
CNC(CC(C)C)C(=O)NC1C(=O)NC(CC(N)=O)C(=O)NC2C(=O)NC3C(=O)NC(C(=O)NC(C(=O)O)c4cc(O)cc(O)c4-c4cc3ccc4O)C(O)c3ccc(c(Cl)c3)Oc3cc2cc(c3OC2OC(CO)C(O)C(O)C2OC2CC(C)(N)C(O)C(C)O2)Oc2ccc(cc2Cl)C1O (stereo not drawn)	i	i	i	i	i	i	101.8*	-5.5	i	i	i
CC(=O)N(Cc1cc(=O)[nH]c2ccccc12)c1ccccc1C	i	i	i	i	i	i	-0.4	-0.6	i	i	i
O=C1NCCN1C(=O)N(c1ccccc1)c1ccccc1	i	i	i	i	i	i	6.3	-3.4	i	i	i
CCOc1ccc(S(=O)(=O)NCc2cccs2)cc1	i	i	i	i	i	i	-6.1	?	i	i	i
O=C(c1ccco1)N1CCN(/C(=N/S(=O)(=O)c2cccs2)c2ccccc2Cl)CC1	i	i	i	i	i	i	-0.7	-5.6	i	i	i
CCCCCn1c(SC(C)C(C)=O)nc2c1c(=O)[nH]c(=O)n2C (stereo not drawn)	i	i	i	i	i	i	0.9	4.0	i	i	i
O=C(Nc1ccc(C(=O)NCCCN2CCN(c3ccc(F)cc3)CC2)cc1)C1=CSCCO1	i	i	i	i	i	i	-4.4	0.7	i	i	i
Cc1c(NC(=O)Nc2ccc(C(C)(C)C)cc2)c(=O)n(-c2ccccc2)n1C	i	i	i	i	i	i	-1.3	-5.6	i	i	i
O=C(COC(=O)c1ccc(N2CCCC2=O)cc1)c1ccc(OC(F)F)cc1	i	i	i	i	i	i	3.3	3.0	i	i	i
CCCN(CCC)C(=O)c1ccccc1C(=O)N(CCC)CCC	i	i	i	i	i	i	-5.8	0.2	i	i	i
Cc1ccc(C(C)C)cc1OCCn1cncn1	i	i	i	i	i	i	-2.7	10.1	i	i	i
Cc1c(CCOC(=O)c2ccc([N+](=O)[O-])cc2)sc[n+]1CC(=O)c1ccccc1	i	i	i	-7.41*	i	i	-3.9	-8.0	i	i	i
CN1CCN(CCn2c(=S)[nH]c3ccccc3c2=O)CC1	i	i	i	i	i	i	-0.4	5.2	i	i	i
COc1ccc(CCNC(=O)CSc2ccc3ccccc3c2)cc1OC	i	i	i	i	i	i	0.3	0.2	i	i	i
CCCS(=O)(=O)NCCc1cc2c(C)ccc(C)c2[nH]c1=O	i	i	i	i	i	i	-7.2	-8.2	i	i	i
c1cc(OCCCN2CCCCC2)ccc1CN1CCCCC1	i	i	i	i	i	i	5.4	3.4	i	i	i
N#Cc1c(N)c(C#N)c(-c2ccc(O)cc2)c2c1CCCC2	i	i	i	i	i	i	-0.8	-9.4	i	i	i
O=C(Nc1ccccc1)C1CC(=O)n2ncnc2N1 (stereo not drawn)	i	i	i	i	i	i	-8.6	1.1	i	i	i

The listing continues.
SMILES	TRPC6 act	MrgX1 antag	ANO1 activ	TRPC6 inhibitor	ANO1 block	RGS4 pot	SKKanGAS inh	HDAC3 inh	MrgX1 ag	RGS4 inh	MrgX1 PAM
C/C(NC1CCCC1)=C(/C#N)C(N)=O	i	i	i	i	i	i	4.0	-2.5	i	i	i
Cc1cccc(Nc2nc(-c3sc(C)nc3C)cs2)c1	i	i	i	i	i	i	-6.3	6.6	i	i	i
CN1CCN(c2ncnc3c2[nH]c2ccc(F)cc23)CC1	i	i	i	i	i	i	0.4	-43.4	i	i	i
Cc1ccc(-c2ccc(S(=O)(=O)Nc3cccnc3)cc2)cc1	i	i	i	i	i	i	-7.5	-3.0	i	i	i

Compound activity: PubChem BioAssay, several laboratories
